DRD3 antagonist: qHTS of D3 Dopamine Receptor Antagonist: qHTS | D(3) dopamine receptor (Homo sapiens), P35462 | AID 652054, 2013 | max response, negative = inhibition, % | D3R cells, DiscoveRx beta-arrestin luminescence, antagonist mode; active compounds read low | 360,000 compounds, 2.5% hits; in the data active = max response below about -50%; inconclusive = no clear call, values can overlap the other calls; also: % is scaled to controls: 0 for no effect and ±100 for the full control effect; mostly tested at two doses, the higher about 12 µM
Target sequence (P35462 whole entry, looked up): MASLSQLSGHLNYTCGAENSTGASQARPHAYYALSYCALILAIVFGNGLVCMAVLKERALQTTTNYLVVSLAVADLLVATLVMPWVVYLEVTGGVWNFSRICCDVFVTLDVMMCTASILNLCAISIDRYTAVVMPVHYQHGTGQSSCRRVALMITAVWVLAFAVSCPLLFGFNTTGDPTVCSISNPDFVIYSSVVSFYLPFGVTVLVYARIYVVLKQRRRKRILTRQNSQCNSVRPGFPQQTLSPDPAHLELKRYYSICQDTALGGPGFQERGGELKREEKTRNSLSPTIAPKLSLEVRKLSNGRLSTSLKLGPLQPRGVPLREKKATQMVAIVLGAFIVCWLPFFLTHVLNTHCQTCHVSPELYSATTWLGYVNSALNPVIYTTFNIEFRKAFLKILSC
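Cells plated overnight at 1500 cells/well, then exposed to library compounds with dopamine controls for 90 minutes at 37 degrees C. DiscoveRx reagent added for 30–60 minutes at room temperature; luminescence read, quantitative HTS format.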
SW480 rereplic: A quantitative high throughput screen for small molecules that induce DNA re-replication in SW480 colon adenocarcinoma cells. Potency, µM (doses to about 46.1 µM), for the others: at the highest dose re-replication activation, most hits filed as activators. SW480 DNA re-replication, Hoechst DNA content imaging, 48 h. 340,000 compounds, 1.8% hits; also: potency is read from the fitted curve at half-maximal effect; % of control where 0% means no effect; nearly all actives have a fitted effect of over 55% in size
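Hoechst fluorescence of nuclei (405 nm excitation, 500-530 nm emission) measured by plate-scanning imager after 48 hr compound exposure at 37 C; re-replication scored as increased number of nuclei with elevated intensity.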
IL1B secr inh: qHTS for Inhibitors of Inflammasome Signaling: IL-1-beta AlphaLISA Primary Screen; THP-1 LPS/ATP IL-1B secretion, AlphaLISA, 16 h; active compounds read low; activity change, % at 57.5 µM; 360,000 compounds, 4.7% hits; in the data active = activity change below about -50%; inconclusive = mostly about -30% to -49%; also: % is scaled to controls: 0 for no effect and ±100 for the full control effect
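THP-1 cells pretreated 1 hr with compounds (up to 57.5 uM final), then stimulated with LPS (250 ng/mL final) plus ATP (1.25 mM final); secreted IL-1B measured by AlphaLISA after 16 hr, decreased signal indicating inhibition.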
KB-V1 MDR tox: qHTS assay for MDR1-selective chemotherapeutics: Primary screen using the drug-selected MDR subline cells KB-V1 | 400,000 compounds, 3.4% hits | Potency, µM (doses to about 46.1 µM), for the others: at the highest dose activity change, negative = cytotoxicity, most hits filed as cytotoxic | AID 1347076, 2019 | KB-V1 MDR cells viability, CellTiter-Glo, 72 h; also: potency is read from the fitted curve at half-maximal effect; % is scaled to controls: 0 for no effect and ±100 for the full control effect; nearly all actives have a fitted effect of over 60% in size
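KB-V1, DMEM (no phenol red) + 10% FBS; cpd pin-transferred, titration series; 72 h, 37 degrees C; CellTiter-Glo, luminescence. Data normalized, curve-fit.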
HT1080NT lethal: qHTS for induction of synthetic lethality in tumor cells producing 2HG: qHTS for the HT-1080-NT fibrosarcoma cell line; AID 686970, 2013; 360,000 compounds, 1.6% hits; HT-1080-NT fibrosarcoma viability, CellTiter-Glo ATP luminescence, 48 h; Potency, µM (doses to about 46.1 µM), for the others: at the highest dose activity, negative = less viability, actives largely listed as cytotoxic;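 also: NT is the 2HG producing partner of a matched IDH1 knockdown line; potency is read from the fitted curve at half-maximal effect; 0% = DMSO-treated cells and -100% = media-only wells without cells; nearly all actives have a fitted effect of over 55% in size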
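Compounds were tested in concentration-response format on HT-1080-NT cells for 48 hours at 37 degrees C. Cell viability came from CellTiter-Glo luminescence; curves were classified by r2, response magnitude and activity.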
HT1080 IDH1KD tx: qHTS for induction of synthetic lethality in tumor cells producing 2HG: qHTS for the HT-1080-IDH1KD cell line | HT-1080 IDH1 knockdown viability, ATP luminescence, 48 h | Potency, µM (titrated, usually from 46.1 µM), without a hit: at the highest dose activity, negative = toxicity, actives largely listed as cytotoxic | 360,000 compounds, 2% hits;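 also: potency is read from the fitted curve at half-maximal effect; 0% = DMSO wells and -100% = cell-free medium wells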
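Cytotoxicity counter-line: IDH1KD HT-1080, 48 h, CellTiter-Glo. Curves classed by r2, magnitude and activity.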
GLP-1R agonist: qHTS of GLP-1 Receptor Agonists | HEK293 GLP-1R CRE-luciferase, luminescence, 4-6 h; cells express a hypersensitive GLP-1R form | Potency, µM (top dose mostly 45.6 µM), inactives show at the highest dose activation, actives largely listed as activators | 380,000 compounds, 0.007% hits; also: potency is read from the fitted curve at half-maximal effect; % of control where 0% means no effect
Target sequence (P43220 whole entry, looked up): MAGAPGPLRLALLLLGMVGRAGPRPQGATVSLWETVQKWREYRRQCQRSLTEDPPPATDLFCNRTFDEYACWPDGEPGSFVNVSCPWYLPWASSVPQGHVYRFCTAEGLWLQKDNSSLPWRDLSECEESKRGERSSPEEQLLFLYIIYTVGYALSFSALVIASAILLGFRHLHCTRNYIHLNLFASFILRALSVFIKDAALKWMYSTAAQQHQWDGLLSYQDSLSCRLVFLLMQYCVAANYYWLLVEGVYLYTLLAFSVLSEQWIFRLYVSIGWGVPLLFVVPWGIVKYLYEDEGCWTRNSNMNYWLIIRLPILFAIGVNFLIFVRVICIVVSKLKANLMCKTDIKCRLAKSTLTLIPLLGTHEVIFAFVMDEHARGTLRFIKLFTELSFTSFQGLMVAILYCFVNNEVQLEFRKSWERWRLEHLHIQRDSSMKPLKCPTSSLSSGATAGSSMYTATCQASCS
DRD3 agonist: qHTS of D3 Dopamine Receptor Agonist: qHTS | D(3) dopamine receptor (Homo sapiens), P35462 | D3R DiscoveRx beta-arrestin cells, luminescence, 90 min | max activation, % | 410,000 compounds, 0.58% hits | AID 652048, 2013; in the data active = max activation above about 30%; also: 0% is about no effect; mostly tested at two doses, the higher about 12 µM
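Cells at 1500/well, incubated overnight, then treated with pinned compounds (dopamine as control) for 90 min at 37 degrees C. DiscoveRx reagent added for 30 - 60 minutes at room temperature; luminescence read.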
KB-3-1 tox: qHTS assay for MDR1-selective chemotherapeutics: Primary screen using the parental adenocarcinoma cell KB-3-1 | KB-3-1 viability, CellTiter-Glo ATP luminescence, 72 h | Potency, µM (highest dose often 46.1 µM), for the others: at the top dose activity change, negative = cytotoxic, actives largely listed as cytotoxic | 400,000 compounds, 1.4% hits; also: potency is read from the fitted curve at half-maximal effect; % is scaled to controls: 0 for no effect and ±100 for the full control effect; nearly all actives have a fitted effect of over 60% in size
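KB-3-1 parental drug-naive adenocarcinoma cells in DMEM/10% FBS, incubated 72 h at 37 C with pin-transferred compounds across a concentration series. Viability by CellTiter-Glo luminescence; concentration-response curves fitted after normalization.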
The depositor's hits bear a star; i = inactive; ? = inconclusive; [ ] = remark or other dose. Unless noted, calls follow the shape of the dose curve; as a rule, active = well fitted curve in the direction sought with a large enough effect; inconclusive = small, poorly fitted or top-dose-only effect, or another doubt; inactive = no such curve, though single readings can be large; an effect the other way counts as inactive or inconclusive. Outcome played no part in choosing rows. Share with any hit: about 12%.

compound	DRD3 antagonist	HT1080NT lethal	HT1080 IDH1KD tx	DRD3 agonist	IL1B secr inh	SW480 rereplic	KB-V1 MDR tox	GLP-1R agonist	KB-3-1 tox
CCn1c(O)c(C=Nc2ccccc2)sc1=O	-24	24%	3%	-7	-12	26%	2%	2%	-10%
CC1(C)N=C(N)N=C(N)N1c1ccc(Oc2ccc(Cl)cc2)c(Cl)c1	?	2.3µM*	1.3µM*	-12	-86*	0%	-5%	5%	0.73µM*
CCCN(CC(=O)Nc1ccccc1OC)C(=O)CCCN1C(=O)c2ccccc2C1=O	-6	5%	11%	5	-2	3%	11%	-11%	21%
CC(C)(C)c1ccc(C(=O)NCC(=O)OCN2C(=O)c3ccccc3C2=O)cc1	?	-3%	-16%	0	15	1%	-4%	-3%	-2%
Cn1c(N)c(C(=O)COC(=O)/C=C/c2cccc(Br)c2)c(=O)n(C)c1=O	8	2%	19%	-2	-8	-3%	15%	16%	0%
COc1cc(NC(=O)Nc2cc(C)on2)cc(OC)c1OC	-19	25%	20%	1	-6	-26%	-7%	14%	-3%
CC(=O)Nc1ccc(NC(=O)C(C)OC(=O)CC2CCCCC2)cc1 (configuration not stated)	-23	0%	4%	3	5	-1%	-8%	-1%	3%
Cn1nc(CC(=O)Nc2ccc(N3CCN(C(=O)OC(C)(C)C)CC3)cc2)c2ccccc2c1=O	17	4%	1%	-16	48	2%	-27%	0%	?
COC(=O)c1cccc(NC(=O)CC2C(=O)NCCN2C(=O)Nc2ccccc2)c1 (configuration not stated)	6	1%	1%	6	-2	-2%	14%	7%	?
COCCOC(=O)C1=C(N)Oc2c(oc(CO)cc2=O)C1c1ccccc1F (configuration not stated)	44	0%	12%	6	0	-1%	19%	-6%	?
CCOC(=O)C1CCCN(S(=O)(=O)c2nc3nc(C)cc(C)n3n2)C1 (configuration not stated)	-15	6%	12%	-2	i	?	-12%	1%	15%
COc1ccc(C(=O)NCc2nnc(SCC(=O)Nc3nnc(C)s3)o2)cc1	-7	15%	-3%	1	-7	8%	9%	13%	22%
COc1ccc(C(=O)OC(COc2ccccc2)Cn2ccnc2)cc1 (configuration not stated)	-18	-13%	-15%	-6	-90*	3%	-4%	23%	-5%
Cc1cc(C)c2ccc(=O)n(CC(=O)N/N=C/c3ccccc3Cl)c2n1	1	2%	10%	-1	15	-2%	0%	0%	-1%
Cc1nnc(SCC(=O)N2CCN(S(=O)(=O)c3ccccc3)CC2)[nH]c1=O	?	15%	9%	2	19	-3%[9.22 µM]	0%	-13%	12%
CC(C(=O)c1ccc(-c2ccccc2)cc1)[n+]1cccc(C(N)=O)c1 (configuration not stated)	25	-10%	-14%	-3	7	-42%[inhibitor]	-19%	7%	-2%
Cc1nnc2c(NC3CCCCC3)nc3ccccc3n12	1	-1%	-2%	1	43	?	?	11%	-17%
CCOCC(=O)Nc1cccc(SC)c1	2	25%	14%	3	2	-5%	-7%	-1%	15%
Cc1[nH]c2ccc(C(=O)N3CCN(Cc4ccccc4)CC3)cc2c1C	?	1%	-14%	-23	-3	20%	-8%	11%	-4%
Cc1ccc(-n2c(=O)c3sccc3n(CC(=O)NCc3ccco3)c2=O)cc1F	11	?	?	4	27	3%	4%	-13%	-1%
Cc1cccc(C(=S)N2CCOCC2)n1	-7	9%	6%	0	-14	-21%	0%	-2%	18%
Cc1cc(N)n(-c2ccc3ccccc3c2)n1	?	-17%	7%	1	14	4%	-13%	3%	4%
COc1ccc(NC(=O)c2ccc(NC(=O)C3CC3)cc2)cc1	-5	?	?	0	-9	-7%	13%	1%	12%
Cc1nn(-c2nnc(NCc3ccccc3)nn2)c(C)c1Br	?	-2%	11%	15	29	111%	21µM*	2%	8.2µM*
CCn1c(SCc2nc(-c3ccccc3)no2)nnc1-c1cccs1	-24	-5%	0%	0	13	-1%	0%	17%	2%
CCCCOc1ccc(C(=O)Nc2ccc(N3CCN(C)CC3)cc2)cc1	-30	0%	4%	-9	?	-1%	?	-1%	?
Cc1nn(C(C)C(=O)O)c(=O)c2c1sc1ccccc12 (configuration not stated)	4	11%	1%	4	12	-4%	-11%	-2%	-7%
C=CCc1cccc(/C=N/NC(=O)CNc2ccccc2OC)c1O	0	?	18µM*	8	253	16µM*	?	-2%	?
COc1ccc(/C=N/NC(=O)c2ccc(C)nc2)cc1O	7	3%	11%	-1	18	2%	-6%	0%	4%
COc1ccc(NS(=O)(=O)c2ccc3c(c2)N(C(C)=O)CCO3)cc1	-20	-16%	-3%	2	11	6%	0%	-7%	-4%
CCN1CCn2c3c(c4cc(Cl)ccc42)CCCC31 (configuration not stated)	-14	-29%	?	-3	-10	5%	0%	46%	-8%
CCC(OC(=O)C1=Cc2ccccc2OC1)C(=O)NC1CCCC1 (configuration not stated)	17	-8%	-27%	2	?	-4%	?	0%	-1%
Clc1nc(Cl)nc(NCCC2=CCCCC2)n1	6	6%	14%	9	13	-8%	24%	-5%	11%
CCOc1ccc(N2C(=O)c3cccnc3C2Nc2ccc(F)cc2)cc1 (configuration not stated)	-25	7%	-5%	0	1	-2%	-4%	9%	-2%
Cc1nc(N2CCC(C)CC2)c2c(C)c(C(=O)Nc3ccccc3C(F)(F)F)sc2n1	77	0%	-12%	31*	-4	1%	-10%	2%	-15%
CCn1c(=O)cc(OCC(=O)NCCCN2CCCC2=O)c2ccccc21	-1	0%	23%	0	-28	-13%	15%	-5%	0%
CC12CCC(O)CC1=CCC1C2CCC2(C)C(c3ccn[nH]3)CCC12 (configuration not stated)	18	?	-14%	10	48	?	?	3%	-22%
CC(=O)CN1C(=O)NC(c2ccccc2)(c2ccccc2)C1=O	-10	-3%	0%	-7	-1	-11%	6%	1%	0%
CC(=O)c1cccc(NC(=O)C(Sc2ncnc3ccccc23)c2ccccc2)c1 (configuration not stated)	-3	-25%	-16%	-2	10	-5%	-4%	10%	7%
CN1CCN(c2ccc(C(F)(F)F)cc2NC(=O)c2ccco2)CC1	-19	-2%	-18%	-9	-18	1%	-17%	-1%	-7%
CC(=O)NNC(=S)NC(=O)C(c1ccccc1)c1ccccc1	10	?	?	15	100	27%	24%	-3%	?
CC1=C(C(=O)OC(C)C)C(c2ccc(F)cc2)NC(=O)N1 (configuration not stated)	-10	9%	0%	-7	-2	-4%	-24%	11%	4%
Cc1ccc(S(=O)(=O)N2CCC(C(=O)N[C@@H](C)C(=O)NCc3ccco3)CC2)cc1	45	15%	17%	2	12	?	-27%	-11%	-8%
CC(=O)Nc1ccc(S(=O)(=O)Nc2c(C)nn(-c3ccccc3)c2C)cc1	18	-25%	6%[9.24 µM]	12	30	-3%	-27%	-1%	-10%
CSc1ncccc1C(=O)NCC(c1cccs1)N1CCOCC1 (configuration not stated)	2	8%	0%	-2	10	-8%	-4%	11%	0%
CC(C)(C)C(=O)Nc1ccc(C(=O)N/N=C/c2ccccc2OC(=O)c2ccccc2)cc1	-8	?	?	3	96	?	?	-6%	?
CC(=O)c1ccc(NC(=O)c2cccc(S(=O)(=O)N3CCN(C)CC3)c2)cc1	-18	14%	4%	-11	15	1%	-10%	10%	-7%
CCOC1(c2ccccc2)CC1C(=O)N/N=C/c1cccc([N+](=O)[O-])c1 (configuration not stated)	19	11%	3%	8	?	-3%	-14%	-5%	1%
CC(C)C[C@H](NC(=O)[C@@H]1Cc2c([nH]c3ccccc23)C2c3ccccc3C(=O)N21)C(=O)NCC1CCCO1 (some centres not stated)	0	-7%	-9%	-8	-20	-3%	?	0%	0%
Cn1nc(-c2ccccc2F)c2cc(C(=O)N3CCN(C(=O)c4ccco4)CC3)sc21	61	-15%	-17%	10	0	3%	?	-4%	0%

A second format for three compounds above.
CCCCOc1ccc(C(=O)Nc2ccc(N3CCN(C)CC3)cc2)cc1
  DRD3 antagonist = -30	HT1080NT lethal = 0%	HT1080 IDH1KD tx = 4%	DRD3 agonist = -9	IL1B secr inh = ?	SW480 rereplic = -1%	KB-V1 MDR tox = ?	GLP-1R agonist = -1%	KB-3-1 tox = ?

CC(=O)c1ccc(NC(=O)c2cccc(S(=O)(=O)N3CCN(C)CC3)c2)cc1
  DRD3 antagonist = -18	HT1080NT lethal = 14%	HT1080 IDH1KD tx = 4%	DRD3 agonist = -11	IL1B secr inh = 15	SW480 rereplic = 1%	KB-V1 MDR tox = -10%	GLP-1R agonist = 10%	KB-3-1 tox = -7%

CC(=O)NNC(=S)NC(=O)C(c1ccccc1)c1ccccc1
  DRD3 antagonist = 10	HT1080NT lethal = ?	HT1080 IDH1KD tx = ?	DRD3 agonist = 15	IL1B secr inh = 100	SW480 rereplic = 27%	KB-V1 MDR tox = 24%	GLP-1R agonist = -3%	KB-3-1 tox = ?

The results go on:
compound	DRD3 antagonist	HT1080NT lethal	HT1080 IDH1KD tx	DRD3 agonist	IL1B secr inh	SW480 rereplic	KB-V1 MDR tox	GLP-1R agonist	KB-3-1 tox
CC(C)c1ccc(/C=C/C(=O)NC2CCCCC2)cc1	-26	-4%	-1%	-8	-8	-4%	5%	-1%	0%
COCCCN=Cc1c(-c2ccccc2)[nH]n(-c2nc3ccccc3s2)c1=O	-8	-14%	0%	-6	?	-3%	-13%	14%	-5%
CCc1cc(C(=O)NNC(=S)NC(C)c2ccccc2)cs1 (configuration not stated)	-18	?	?	0	9	-3%	?	-2%	-25%
CC(C)(C)c1ccc(S(=O)(=O)CC(O)CSc2nc3c(cc2C#N)CCCC3)cc1 (configuration not stated)	11	1%	-4%	2	16	0%	28%	0%	-2%

Compound activity (PubChem BioAssay)
